NFkB transloc pot: enhancers of NFkB p65 translocation in HUVEC – imaging, IL-1B stimulus, high-content imaging, primary screen. HUVEC IL-1B NFkB p65 nuclear translocation imaging. activation, % at 2 µM. 94,000 compounds, 0.3% hits;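 active = activation above 40%, about the mean plus 3 SD, also judged a hit on visual image review; inconclusive = activation above 40% but not a hit on visual review; inactive = activation not above 40% and no visual hit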;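 note: percent activation is computed from the nuclear over cytoplasmic p65 intensity ratio; values of inactives mirror those of a sister screen read the other way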
IL1B NFkB inh: inhibitors of IL-1B driven NFkB p65 nuclear import, primary screen, imaging, HUVEC, IL-1B stimulus, high-content imaging | HUVEC IL-1B NFkB p65 nuclear translocation imaging | inhibition, % at 2 µM | 94,000 compounds, 0.43% hits;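 active = inhibition above about 30% together with a positive call from visual inspection of the well image, limit read from the data; inconclusive = inhibition above a set limit but visual check negative; inactive = inhibition not above a set limit, visual check negative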;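 note: nuclear over cytoplasmic p65 intensity ratio measured by imaging; 0% = IL-1B stimulated DMSO wells and 100% = unstimulated DMSO wells; values of inactives mirror those of a sister screen read the other way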
PLAP inhibitors HTS: PLAP enzyme inhibitors, biochemical, luminescence, HTS (AID 690). 96,000 compounds, 0.08% hits. purified PLAP, luminescent substrate; higher % means a stronger effect. inhibition, % at 20 µM; hits with a dose series show IC50 in µM. Alkaline phosphatase, placental type (Homo sapiens); in the data active = a potency from the dose series; inactive = the rest, 99 in 100 with inhibition below about 30%; note: strong numbers were not always called active
MRP resist rev: reversal of MRP1-mediated doxorubicin resistance, primary screen, H69AR cells, doxorubicin co-treatment; H69AR cells + 2 uM doxorubicin, CellTiter-Glo, 72 h; differential viability (reversal), % at 10 µM; 85,000 compounds, 0.04% hits;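 active = viability drop by adding the cancer drug above about 55%, with treated viability meeting a 40% cutoff, limit read from the data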;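 note: viability without doxorubicin minus viability with 2 µM doxorubicin for each compound; larger differential means the compound sensitizes cells more to doxorubicin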
Bcl-B TR3 displacers: displacers of TR3 peptide from Bcl-B, primary screen, selectivity assay for Bfl-1 inhibitor project, biochemical, fluorescence polarization; Bcl-2-like protein 10 (Homo sapiens); FP displacement of FITC-TR3 peptide from Bcl-B; higher % means a stronger effect; displacement, % at 20 µM, or IC50 in µM where a hit was titrated; 96,000 compounds, 0.11% hits;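 active = displacement above 50% at 20 µM plus a fluorescence interference ratio under 1.5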;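 note: plate controls were wells without compound for no effect and wells lacking Bcl-B protein for full effect; a part of the inactive calls stands beside numbers as strong as those of hits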
MRP resist rev cytotoxicity: further read-out of MRP resist rev, marked with its call; viability, %; H69AR cells, CellTiter-Glo, 72 h; measured here: cytotoxicity without doxorubicin
MRP resist rev with doxorubicin: recorded beside MRP resist rev, whose call it bears; viability, %; measured here: viability with 2 uM doxorubicin; active compounds read low
IL1B NFkB inh cell count 2 µM: further read-out of IL1B NFkB inh, marked with its call; cell count; measured here: cells passing quality filter;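 raw number of nuclei counted in each imaged well without normalization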
NFkB transloc pot cell count 2 µM: second read-out of NFkB transloc pot, no call of its own (marks repeat the call); cell count; measured here: cells passing quality filter
* marks the source's active call; other numbers are inactive results; ? = inconclusive; / = no result given.

Structure,MRP resist rev,IL1B NFkB inh cell count 2 µM,MRP resist rev with doxorubicin,PLAP inhibitors HTS,IL1B NFkB inh,MRP resist rev cytotoxicity,Bcl-B TR3 displacers,NFkB transloc pot,NFkB transloc pot cell count 2 µM
CC1CCN(CCCOc2ccc(OCc3ccccc3)cc2)CC1,/,87,/,-43%,2,/,-10%,-2,87
COc1ccc(-c2cc(C(F)(F)F)nc(-n3cc(Br)cn3)n2)cc1,-7,158,95,8%,-54,88,-1%,54*,158*
CCOc1cc(C2C3=C(CCCC3=O)N(C)C3=C2C(=O)CCC3)cc(Cl)c1O,6,126,85,/,5,91,/,-5,126
CS(=O)(=O)Nc1ccccc1Oc1ccccc1,/,144,/,/,5,/,/,-5,144
CCN(Cc1ccncc1)C(=O)c1cccs1,-6,198,98,6%,-30,93,14%,30,198
C/C(Cl)=C\Cn1c(N2CCCC2)nc2c1c(=O)[nH]c(=O)n2C,36,75,34,10%,3,70,14%,-3,75
CCOc1ccc(C(=O)Cc2cc(OC)c(OC)cc2[N+](=O)[O-])cc1,/,96,/,-2%,-7,/,4%,7,96
CCOc1ccccc1-n1c(SCC(N)=O)nnc1-c1ccco1,-3,101,98,-25%,-3,95,-3%,3,101
O=C(CSc1nc(C2CCCCC2)n(-c2ccccc2)n1)NCCN1C(=O)CSC1=O,-1,116,88,-102%,-12,87,-4%,12,116
O=C(O)c1oc2ccccc2c1CN1CCN(c2ccccc2)CC1,-6,166,101,-24%,-4,95,-3%,4,166
CCOc1ccc(N2Nc3n[nH]c(N)c3N2)cc1,-4,73,80,/,3,76,/,-3,73
COCCCNC(=S)NNC(=S)Nc1ccc(F)cc1F,-1,48,95,-169%,11,94,-19%,-11,48
Cc1nn2c(-n3ccnc3C)c3c(nc2c1-c1ccccc1)CCC3,-24,162,64,-53%,-22,40,-3%,22,162
Cc1cc(C)n2nc(C(=O)Oc3ccc4c(c3)OCO4)nc2n1,-14,/,94,21%,/,81,2%,/,/
Cc1cccc(C)c1NC(=O)C(C)c1ccc(-c2ccccc2)c(F)c1 (stereo not drawn),/,140,/,12%,24,/,-3%,-24,140
Cc1ccc(-c2[nH]nc3c2C(c2ccccc2OC(=O)N2CCOCC2)C(C#N)=C(N)O3)cc1 (stereo not drawn),6,132,72,/,8,79,-16%,-8,132
CC(=O)c1ccc(NC(=O)CSc2nnc(Cc3cccn3C)n2-c2ccc(F)cc2)cc1,-2,147,74,-65%,0,72,4%,0,147
Clc1ccc(-c2nc(Cc3ccccc3Cl)no2)cc1,19,159,80,-10%,6,98,4%,-6,159
CCN1CCN(CC(O)COc2ccc(Cl)cc2)CC1 (stereo not drawn),3,158,107,-4%,9,110,-12%,-9,158
COC(=O)c1nc(N)sc1-c1ccc(OC)cc1,15,/,75,8%,/,90,-6%,/,/
CCN(CC)CCCN(Cc1cc2cc(OC)c(OC)cc2[nH]c1=O)C(=O)Nc1ccccc1,4,148,84,-40%,-4,89,-9%,4,148
CCOc1cc(N2C(=O)CC3CS(=O)(=O)CC32)c(OCC)cc1NC(=O)c1ccccc1 (stereo not drawn),/,/,/,-40%,/,/,-6%,/,/
C(=N\n1cnnc1)/c1ccccc1OCCOc1ccccc1,-39,141,81,18%,2,41,8%,-2,141
CCN(CC)C(=O)C(=O)N/N=C/c1cccs1,/,122,/,6%,3,/,-5%,-3,122
C=CCn1c(COc2ccccc2F)nnc1SCC(=O)Nc1cc2oc3ccccc3c2cc1OC,-2,126,77,-44%,-18,75,-15%,18,126
O=C(CSc1nnc(-c2ccco2)o1)NC(=O)Cc1ccccc1,6,122,98,14%,-37,104,6%,37,122
CCc1ccc(NC(=O)N(CCCN2CCOCC2)C(C)c2cc3cccc(OC)c3o2)cc1 (stereo not drawn),-1,135,94,-35%,-26,93,7%,26,135
CS(=O)(=O)N(CC(=O)O)c1ccc(Oc2ccccc2)cc1,5,95,97,5%,11,102,6%,-11,95
Cc1ccc2[nH]c(=O)c(C3C(C#N)=C(N)Oc4c3ccc3cccnc43)cc2c1 (stereo not drawn),-12,173,23,-119%,-14,10,/,14,173
CCN(CC(=O)Nc1ccc2c(c1)CCC2)Cc1nc2ccccc2c(=O)[nH]1,-24,125,57,-165%,-16,33,-5%,16,125
CC1CN(c2nc3c(c(=O)n(C)c(=O)n3C)n2Cc2c(F)cccc2Cl)CC(C)O1 (stereo not drawn),-2,/,64,-76%,/,62,36%,/,/
COc1ccccc1-c1nc(NC(C)=O)n[nH]1,4,119,72,0%,-20,77,10%,20,119
Cc1cccc2sc(NC(=O)c3ccc(Cl)s3)nc12,-13,160,63,-5%,-22,50,17%,22,160
CCCCCC(=O)Nc1ccc(N2CCN(C(=O)c3ccccc3)CC2)cc1,0,102,75,-22%,-7,75,-2%,7,102
O=C(NCc1ccco1)c1cnn2c(C(F)F)cc(-c3ccccc3)nc12,-16,127,77,19%,-7,61,0%,7,127
COC(=O)C(C(=O)Nc1cc(C)on1)C1CCCCCC1 (stereo not drawn),-40,102,91,-4%,-7,51,-10%,7,102
Clc1ccc(Cc2ccc(Cl)nn2)c(Cl)c1,/,189,/,2%,6,/,4%,-6,189
S=c1[nH]nc(COc2ccccc2)n1/N=C/C(Cl)=C/c1ccccc1,/,178,/,6%,-11,/,2%,11,178
Cc1cccc(NC(=O)c2ccc(C3SCC(=O)N3CCc3ccccc3)cc2)c1C (stereo not drawn),/,154,/,-92%,-27,/,-10%,27,154
Cc1ccc(S(=O)(=O)Cn2nnnc2C(C)N2CCN(C(=O)c3ccco3)CC2)cc1 (stereo not drawn),14,148,78,-42%,-2,92,-9%,1,148

In the list so far, these have a cyano group:
Structure,MRP resist rev,IL1B NFkB inh cell count 2 µM,MRP resist rev with doxorubicin,PLAP inhibitors HTS,IL1B NFkB inh,MRP resist rev cytotoxicity,Bcl-B TR3 displacers,NFkB transloc pot,NFkB transloc pot cell count 2 µM
Cc1ccc(-c2[nH]nc3c2C(c2ccccc2OC(=O)N2CCOCC2)C(C#N)=C(N)O3)cc1 (stereo not drawn),6,132,72,/,8,79,-16%,-8,132
Cc1ccc2[nH]c(=O)c(C3C(C#N)=C(N)Oc4c3ccc3cccnc43)cc2c1 (stereo not drawn),-12,173,23,-119%,-14,10,/,14,173

Later entries:
Structure,MRP resist rev,IL1B NFkB inh cell count 2 µM,MRP resist rev with doxorubicin,PLAP inhibitors HTS,IL1B NFkB inh,MRP resist rev cytotoxicity,Bcl-B TR3 displacers,NFkB transloc pot,NFkB transloc pot cell count 2 µM
O=C(Cc1ccccc1)NC(=S)Nc1ccc2oc(-c3ccccc3F)nc2c1,/,195,/,16%,-16,/,-3%,16,195
O=C(NCc1ccccc1)C(c1ccco1)N(C(=O)c1cnccn1)c1ccc(F)cc1 (stereo not drawn),14,171,73,-4%,15,87,-9%,-15,171
COCc1nnc(NC(=O)CC(C)C)s1,-32,99,101,/,-5,69,/,5,99
CC(=O)Oc1c(C)cc(O)c2ccccc12,0,145,0,-19%,-3,0,-3%,3,145
COC(=O)C(NC(=O)c1ccco1)(Nc1ccc(Br)cn1)C(F)(F)F (stereo not drawn),19,134,92,-3%,-21,111,-6%,21,134
Cc1ccc(Cn2nnc3c(=O)[nH]c(C4CCN(C(=O)Cc5cccs5)CC4)nc32)cc1,9,107,84,-36%,-9,93,9%,9,107
Cc1ccccc1CSc1nc2n(n1)C(c1cccs1)C1=C(CCCC1=O)N2 (stereo not drawn),15,69,40,-14%,-5,55,-3%,5,69
CCC(=O)Nc1cccc(-c2nc3ccccc3o2)c1,16,126,76,-17%,-12,92,-9%,12,126
COc1cc(C2/C(=C(/O)c3ccc(F)cc3)C(=O)C(=O)N2CCCC(=O)O)ccc1O (stereo not drawn),3,39,90,3%,-20,93,-7%,23,39
CC(C)N(Cc1nc(-c2ccccc2)no1)C(=O)c1ccc(Cl)cc1,6,56,81,-47%,-8,88,3%,8,56
COc1cccc2c1nc(C)c1cc(C)oc12,3,183,101,-14%,-21,104,1%,21,183
O=C(CSCc1cccc(Br)c1)N=Nc1c(O)[nH]c2ccccc12,/,192,/,-40%,-2,/,4%,2,192
O=C(/C=C/c1ccc(Cl)c([N+](=O)[O-])c1)Nc1cccnc1,/,115,/,15%,7,/,4%,-7,115
Cc1ccc(OCCNC(=O)/C=C/c2ccc([N+](=O)[O-])cc2)cc1C,/,113,/,-3%,-67,/,5%,?,/
COc1cc(/C=N/NC(N)=O)cc(Br)c1OCc1ccc(C)cc1,/,186,/,-2%,9,/,5%,-9,186
Nc1cc(=O)[nH]c(SCc2ccc(Cl)cc2)n1,27,153,70,-37%,8,97,-1%,-8,153
Cc1cc(C)nc(SC2CCCCC2O)n1 (stereo not drawn),5,112,92,13%,-8,97,-8%,8,112
CCOC(=O)c1[nH]c2cc3c(cc2c1NC(=O)CN1CCC(C)CC1)OCO3,/,16*,/,14%,98*,/,-5%,-98,16
Cc1cc(O)ccc1C1(c2ccc(O)cc2C)OC(=O)c2ccccc21,6,141,80,/,-1,86,/,1,141
CC1=CC(C)(C)N(C(=O)CN2C(=O)c3ccccc3C2=O)c2ccc(C)cc21,-3,145,100,/,-6,97,/,6,145
O=C(Nc1ccon1)c1cc2c(s1)CCCCCC2,5,108,87,13%,-2,93,-1%,2,108
O=C(c1ccccc1)c1ccc(C(=O)N2CCN(c3ccc(F)cc3)CC2)o1,0,187,77,-43%,15,76,2%,-15,187

Filtered by structure, the entries above containing a nitro group on carbon (3)
Structure,MRP resist rev,IL1B NFkB inh cell count 2 µM,MRP resist rev with doxorubicin,PLAP inhibitors HTS,IL1B NFkB inh,MRP resist rev cytotoxicity,Bcl-B TR3 displacers,NFkB transloc pot,NFkB transloc pot cell count 2 µM
CCOc1ccc(C(=O)Cc2cc(OC)c(OC)cc2[N+](=O)[O-])cc1,/,96,/,-2%,-7,/,4%,7,96
O=C(/C=C/c1ccc(Cl)c([N+](=O)[O-])c1)Nc1cccnc1,/,115,/,15%,7,/,4%,-7,115
Cc1ccc(OCCNC(=O)/C=C/c2ccc([N+](=O)[O-])cc2)cc1C,/,113,/,-3%,-67,/,5%,?,/

Source: PubChem BioAssay

These rows are one share of the data (hit frequency here may not be typical).
